# High-throughput results (PubChem)
# NR2F2 inh: NR2F2 (human) inhibition, primary screen | inhibition, % at 8.6 µM | actives 0.7% (n = 370,000) | HEK293T NGFI-A luciferase reporter, luminescence | AID 686940 | P24468;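 active = inhibition above a per-plate cutoff, mean inhibition of test wells between control levels plus 3 SD, cut at about 38% in these data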;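 note: cells cotransfected with COUP-TFII expression vector driving the NGFI-A reporter; 0% = median of COUP-TF2 test wells and 100% = reporter-only cells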
# NCOA2 inhibitor: inhibits human steroid receptor coactivator 2 | actives 0.17% (n = 370,000) | HEK293 GAL4-SRC2 luciferase reporter, luminescence | inhibition, % at 9 µM | AID 651957;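 active = inhibition above the mean inhibition of all tested compounds plus 3 SD, set per campaign, cut at about 52% in these data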;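 note: 0% = DMSO treated cells and 100% = cells given Gossypol at 36 µM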
# TLR9-MyD88 block: blocks human TLR9 binding to MyD88 | CHO BLA complementation TLR9-MyD88, CCF4 FRET ratio | inhibition, % at 4.98 µM | actives 0.21% (n = 340,000);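 active = inhibition above the mean over all tested compounds plus 3 SD, cut at about 21% in these data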;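 note: 0% = DMSO only wells and 100% = clavulanate BLA inhibitor control wells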
# NCOA3 inh: inhibitors of human steroid receptor coactivator 3 (SRC3) | Q9Y6Q9 | inhibition, % at 3.6 µM | HEK293 GAL4-SRC3 luciferase reporter, luminescence | actives 0.17% (n = 360,000);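 active = inhibition above a per-campaign cutoff, the mean of all compounds plus 3 SD, cut at about 60% in these data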;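 note: 0% = DMSO-treated cells and 100% = gossypol-treated cells at 36 µM; higher means less SRC3-driven luciferase light from the GAL4 reporter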
# TROY NFkB inh: inhibitors of TROY-dependent NF-kB signaling. Q293 LMP1-TROYcd NF-kB luciferase reporter, 4 h. inhibition, % at 10 µM. actives 0.98% (n = 360,000). AID 1347056;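 active = compounds whose plate-normalised and pattern-corrected inhibition of the luciferase reporter signal at the single screening dose is 50% or more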
# NCOA1 inh: inhibits human SRC1 coactivator. Q15788. HEK293 GAL4-SRC1 luciferase reporter, luminescence. inhibition, % at 3.6 µM. actives 0.12% (n = 360,000). AID 588354;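 active = inhibition above the campaign mean plus 3 SD, with each screening campaign given its own cutoff, cut at about 60% in these data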;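 note: 0% = DMSO treated cells and 100% = gossypol at 36 µM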
# TWEAK-Fn14 inh: TWEAK-Fn14 signaling inhibition; AID 1159606; actives 2% (n = 360,000); inhibition, % at 10 µM; TWEAK-stimulated Fn14 reporter cells, luciferase luminescence, 8 h; in the data active = inhibition above about 50%
# TRAIL sens C8: sensitizes caspase-8 expressing cells to TRAIL. NB7+C8 cells + TRAIL, ATPlite viability luminescence. inhibition (viability loss, TRAIL sensitization), % at 10 µM. actives 1% (n = 360,000);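 active = compounds causing at least 50% loss of cell viability in the single-dose screen, relative to plate controls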
# NR5A2 inv ag: NR5A2 inverse agonism in reporter assay | HEK293T StAR-luciferase reporter, LRH-1 transfected, 24 h | inhibition, % at 3.6 µM | AID 602396 | actives 0.13% (n = 360,000);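 active = inhibition above the mean inhibition of all tested compounds plus 3 SD, cut at about 73% in these data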;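 note: 0% = DMSO wells and 100% = reporter-only cells lacking LRH-1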
# NOD2 RIPK2 PPI: inhibitors of human NOD2-RIPK2 interaction. CHO BLA complementation NOD2-RIPK2, CCF4 ratio. inhibition, % at 4.98 µM. actives 0.38% (n = 360,000). AID 624267; in the data active = inhibition above about 21%;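 note: 0% = vehicle only and 100% = reference blocker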
# LMP1 NFkB inh: Epstein-Barr LMP1 NF-kappaB reporter inhibition | LMP1-induced NF-kappaB luciferase reporter cells, luminescence | inhibition, % at 12.5 µM | actives 0.69% (n = 350,000); in the data active = inhibition above about 41%;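 note: 0% = neutral control wells and 100% = reference inhibitor control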
# Numbers without * were called inactive; · = no result given. The list is partial, so the mix of outcomes need not match the whole.
SMILES,NR2F2 inh,NCOA2 inhibitor,TLR9-MyD88 block,NCOA3 inh,TROY NFkB inh,NCOA1 inh,TWEAK-Fn14 inh,TRAIL sens C8,NR5A2 inv ag,NOD2 RIPK2 PPI,LMP1 NFkB inh
COc1ccc(C(c2nnnn2C(C)(C)C)N2CCN(C(=O)c3ccco3)CC2)cc1 (stereo not drawn),11,-3,0,-25,12,-14,10,-16,7,-3,-3
O=c1cc(N2CCOCC2)cnn1-c1ccccc1,-11,-24,1,-28,-44,-47,-3,1,-46,-6,-17
O=C(O)/C(=C\c1ccco1)NC(=O)c1ccccc1,-12,-14,-6,-16,15,2,14,-1,11,6,-22
O=C1NC(Cc2c[nH]c3ccccc23)C(=O)N1c1ccc(F)cc1 (stereo not drawn),-14,-2,-6,4,-1,-9,16,3,-8,-5,1
COC(=O)COc1ccc(NC(=O)c2ccco2)cc1,-6,-13,0,15,-45,-8,-14,-8,1,-7,-5
CCCCn1nnnc1NCc1cc(OC)c(OC)c(OC)c1,2,13,-1,23,3,-3,0,-14,9,-3,-3
CSCCC(C(=O)Nc1c(C)cccc1C)N1CCN(C/C=C/c2ccccc2)CC1 (stereo not drawn),10,-16,·,14,19,-1,-17,-18,-32,3,·
CC(C)=C1SC(N2CCN(c3ccc(Cl)cc3)CC2)=NC1=O,7,-12,2,21,13,-10,-27,6,-32,8,4
COCCCNC(=O)c1ccc(CS(=O)(=O)Cc2cccc(C)c2)o1,10,-7,-1,14,-9,10,-10,-7,-6,2,2
CCC(C)n1c(C)nc2c(c1=O)c1nc3ccccc3nc1n2CCC1=CCCCC1 (stereo not drawn),-18,-8,-4,14,13,4,0,-1,3,-12,7
Cc1ccc2c(c1)c(C1=c3ccccc3=NC1=O)c(O)n2C,13,-6,12,-30,28,-3,29,5,22,12,9
CC(=O)Nc1cc(NC(=O)CCCC(=O)O)ccc1Cl,16,2,-5,4,41,4,2,1,-8,-10,-1
c1ccc(C2C3=C(CCCC3)Nc3ncnn32)cc1 (stereo not drawn),0,10,-5,-15,14,-6,-9,-2,2,-13,3
Cc1cc(NC(=O)C(C)SCC(=O)OCC(=O)N(Cc2ccccc2)C(C)(C)C)no1 (stereo not drawn),3,15,1,-3,-7,-2,0,5,-6,4,2
Cc1cccc(CSC2=NCCN2C(=O)c2ccco2)c1,-12,3,-3,12,-12,12,-19,-1,17,6,3
Cc1ccnc(Sc2nc3c(c(=O)[nH]c(=O)n3C)n2CCCc2ccccc2)n1,-3,-20,6,10,-1,-13,-18,-1,-21,-3,-19
O=C(NCCc1ccncc1)Nc1ccccc1Cl,-2,15,-4,4,-18,-2,12,-2,-2,-7,6
CN1CCN(C(=S)Nc2ccc(Oc3ccccc3)cc2)CC1,6,20,-3,14,12,-2,14,16,-1,-6,4
COC(=O)c1cc(C(=O)N(Cc2ccccc2)c2ccccn2)cc([N+](=O)[O-])c1,3,6,2,17,5,3,-14,-3,-12,-5,1
COc1cc2c(cc1OC)C(Nc1ccc(S(N)(=O)=O)cc1)=NC(C)(C)C2,26,-11,3,-13,1,-1,-1,-13,14,-7,7
CC(C)(C)C#CCn1c(/C=[N+](\[O-])C2CCCCC2)nc2ccccc21,·,·,0,-1,-57,-15,-13,-5,-6,-10,6
COc1ccc(/C=N/Nc2ncnc3c2[nH]c2ccc(C)cc23)c(OC)c1OC,8,-24,·,7,-20,-24,-51,5,3,-9,0
COc1ccccc1N1CCN(C(=O)CSc2nc3ccccc3nc2N2CCC(C)CC2)CC1,4,-8,-10,-27,-5,0,26,11,-10,-15,11
Cc1ccc2nc(NC(=O)CSc3ncnc4c3oc3ccccc34)sc2c1,3,-25,1,-5,-7,-11,-107,-1,7,-29,-47
CCCCC(=O)N1CCCC(C(=O)OCC)C1 (stereo not drawn),-5,-11,2,2,7,15,-8,3,2,-15,-3
O=C(Oc1cccc(NC2=NS(=O)(=O)c3ccccc32)c1)c1cccnc1,23,1,-2,13,25,9,22,-2,-5,11,3
COc1ccc([C@H]2CC(=O)C=C(c3cc(C=O)ccc3OC)C2)cc1OC,-1,-30,5,-17,13,-3,3,2,8,-10,1
COc1ccc(OC)c(NC2c3ncccc3C(=O)N2Cc2ccco2)c1 (stereo not drawn),-24,7,2,-3,6,-12,-26,2,-8,-15,-3
O=C(NCC(O)c1ccccc1)c1cccc(S(=O)(=O)N2CCOCC2)c1 (stereo not drawn),-8,-19,17,-24,-14,-24,-14,6,-24,0,-6
Cc1ccc(C)c(S(=O)(=O)N2CCCC2CNC(=O)C(=O)NCc2ccccc2)c1 (stereo not drawn),2,-9,3,12,11,-10,1,-22,-18,2,-4
COc1ccc(NC(=O)C2CC(=O)n3c(nc4ccccc43)N2)cc1 (stereo not drawn),-10,-6,-5,6,-5,-8,-8,15,11,1,-1
CCC(=O)N1CCC1(C)C(=O)NS(=O)(=O)c1cccc(C#N)c1 (stereo not drawn),-14,0,·,-14,13,1,-22,4,-6,-9,·
Cc1oc2cc3oc(=O)c(CCC(=O)NCCN4CCOCC4)c(C)c3cc2c1C,-4,-13,-7,4,-47,-9,-14,8,-14,3,-1
O=C(CCC(=O)c1cccs1)NCc1ccccc1,-12,0,-6,5,-10,-4,0,-9,3,0,-6
CCc1cccc(C)c1NC(=O)CO/N=C(\C)c1cc2ccccc2o1,9,-14,-5,23,8,6,22,6,-6,2,4
COCCNC(=O)c1c(N)n(CCCn2ccnc2)c2nc3ccccc3nc12,14,16,1,12,-14,12,13,-12,20,-9,-4
CNC(=O)C(C)NS(=O)(=O)c1ccc(F)cc1 (stereo not drawn),-11,-5,12,1,20,3,-8,6,6,6,7
COc1ccc(/C(N)=N/OC(=O)CC2CCCCC2)cc1,-15,-36,-7,-33,-41,-23,-20,16,-33,-7,-7
CN(C)CCN(Cc1ccccc1)c1nccc(N(C)C)c1C#N,-7,-21,4,8,24,-4,5,0,-12,-10,15
COC(CNC(=O)c1c[nH]c2ccc(S(=O)(=O)N3CCC4(CC3)OCCO4)cc2c1=O)OC,0,-18,-11,16,28,1,-10,7,-11,-4,-12
COc1ccccc1Cc1c(C2CCCCC2)nc2ccc(Cl)cn12,1,0,·,-2,-1,-16,19,3,-11,1,·
O=C(NCC1CCCN(C2Cc3ccccc3C2)C1)c1cccs1 (stereo not drawn),-10,-29,3,-1,3,-29,18,10,4,3,-8
CCCCn1c(N)c(N(CCOC)C(=O)COC(=O)COc2ccc(CC)cc2)c(=O)[nH]c1=O,8,-2,8,-6,12,-6,-8,9,-2,-14,-4
CCOC(=O)c1c(-c2ccccc2)oc2ccc(O)c(CN3CCN(C)CC3)c12,38*,1,-12,17,22,15,8,29,17,8,22
O=C(O)c1cccc(NS(=O)(=O)c2ccc3nnn(O)c3c2)c1,-13,3,-5,7,-2,-9,-14,2,-12,-3,-7
Cc1c(-c2cc(C(=O)O)c3ccccc3n2)cnn1C,6,2,-3,-8,8,-30,6,11,-5,3,-7
CCOc1cc(/C=N/NC(=O)C(=O)N/N=C/c2ccc(O)c(OCC)c2)ccc1O,-1,-20,5,-6,12,-3,-21,-3,30,-3,-3
O=C(N/N=C/c1ccc2c(c1)OCO2)c1ccc(NC(=O)c2ccc(F)cc2)cc1,-5,-33,9,-18,8,5,-8,1,-2,9,-11
COc1ccc(C2=NN(C(=O)CSc3nc(=O)n4cc(C)ccc4n3)C(c3ccc(C)cc3)C2)cc1 (stereo not drawn),17,-14,-1,3,-24,-11,-24,-4,-3,-11,6
NC(Cc1ccc(Cl)cc1)c1csc(Nc2ccc(C(=O)NCCCO)cn2)n1 (stereo not drawn),-4,-21,·,-6,-9,-23,3,8,-9,-9,·
C/C(=N/NC(=O)c1ccccc1)C1=C(O)CC(C)(C)CC1=O,-23,-88,-1,-51,-9,-62,-7,-6,-112,-9,2
CCOC(=O)C1C2C=CC3(CN(c4ccc(Cl)c(F)c4)C(=O)C13)O2 (stereo not drawn),16,-20,3,17,3,-13,4,-4,11,0,2
COc1ccc(-c2ccc(C(=O)Nc3cc(OC)c(OC)c(OC)c3)c3occc23)c(C)c1,14,22,·,7,32,4,44,16,6,-8,·
CCn1c(=O)c(=O)[nH]c2cc(C(=O)N(C)Cc3ccc(OC)c(F)c3)ccc21,-2,-17,6,16,11,-4,-18,10,1,-3,4
CCOc1ccc(-n2c(=S)sc3c(=O)[nH]c(SCC(=O)NC4CCCCC4)nc32)cc1,-8,20,3,-38,-20,-5,-32,-14,-12,-10,-9
O=C(O)c1nn(Cc2nc3ccccc3o2)c(=O)c2ccccc12,-5,-2,-8,-2,17,-2,-20,-7,5,-18,-5
C/C(=N\NC(=O)C(N)=O)c1ccc(O)cc1O,-7,-37,17,5,4,6,20,-10,-7,-6,1
Cc1cnc(C2OCCO2)c2cccc(N)c12,-14,-10,0,-22,7,-2,5,-3,4,1,-3
Cc1c(C(=O)NCCCN2CCOCC2)oc2c1C1(CCC2)SCCS1,-12,-1,2,4,-9,-28,-29,1,-3,6,-1
COc1ccccc1NC(=O)CN1CCN(CC(=O)Nc2ccccc2F)CC1,-8,4,-1,5,1,2,3,-19,-7,-1,-14

# The results go on:
SMILES,NR2F2 inh,NCOA2 inhibitor,TLR9-MyD88 block,NCOA3 inh,TROY NFkB inh,NCOA1 inh,TWEAK-Fn14 inh,TRAIL sens C8,NR5A2 inv ag,NOD2 RIPK2 PPI,LMP1 NFkB inh
CSc1oc(-c2ccccc2)nc1C(N)=O,-5,-10,-9,6,3,9,29,5,11,-12,6
COc1ccc(OC)c(C2C3=C(CCCC3=O)NC3=C2C(=O)CCC3)c1,6,-8,10,34,5,-25,-5,-5,10,-13,-1
Cc1ccc(-c2nc(CS(=O)CC(=O)NC3CCCC(C)C3C)c(C)o2)cc1 (stereo not drawn),17,-11,-7,22,-2,17,2,-2,4,1,-1
O=S(=O)(Nc1nc2ccccc2nc1Cl)c1ccc(Cl)cc1,8,7,0,9,4,1,-3,-6,-11,-3,-1
O=C(Nc1ccccc1-c1ccccc1)c1ccco1,0,-4,10,23,-3,8,10,-1,17,2,-9
COc1ccc(-c2nc(C#N)c(NCCN(C)C)o2)cc1,6,0,-1,-4,-2,1,-23,-7,-13,4,2
CC(=O)N1CCN(C(=O)c2cc(S(=O)(=O)Nc3ccc(S(C)(=O)=O)cc3)ccc2Cl)CC1,13,1,4,2,-10,-13,3,-3,19,5,0
Cc1ccc(/C=N/NC(=O)c2c(-c3ccccc3)noc2C)o1,-4,-26,7,17,-7,-5,-5,-11,-6,-18,0
CSCCC(NS(=O)(=O)c1ccc(Cl)cc1)C(=O)OCC(=O)c1ccc(F)cc1 (stereo not drawn),17,-8,4,-7,10,-3,0,1,6,-8,-5

# Structural class, the compounds so far with a thiophene ring, fused or not
SMILES,NR2F2 inh,NCOA2 inhibitor,TLR9-MyD88 block,NCOA3 inh,TROY NFkB inh,NCOA1 inh,TWEAK-Fn14 inh,TRAIL sens C8,NR5A2 inv ag,NOD2 RIPK2 PPI,LMP1 NFkB inh
O=C(CCC(=O)c1cccs1)NCc1ccccc1,-12,0,-6,5,-10,-4,0,-9,3,0,-6
O=C(NCC1CCCN(C2Cc3ccccc3C2)C1)c1cccs1 (stereo not drawn),-10,-29,3,-1,3,-29,18,10,4,3,-8
